High-throughput results from PubChem BioAssay.
MrgX1 antagonist = antagonists of human MrgX1 receptor | MRGX1-HEK293 calcium flux, Fluo-4, BAM8-22 antagonism; hits give low values | B-score at 10 µM | actives 1.3% (n = 310,000);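 active = calcium-response B-score plate-corrected more than 3 library SD below zero, starting fluorescence within 5 deviations, no agonist response on first addition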;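 note: peak minus trough fluorescence over baseline after final BAM8-22 challenge near maximal dose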
Target sequence (Q96LB2 whole entry, looked up): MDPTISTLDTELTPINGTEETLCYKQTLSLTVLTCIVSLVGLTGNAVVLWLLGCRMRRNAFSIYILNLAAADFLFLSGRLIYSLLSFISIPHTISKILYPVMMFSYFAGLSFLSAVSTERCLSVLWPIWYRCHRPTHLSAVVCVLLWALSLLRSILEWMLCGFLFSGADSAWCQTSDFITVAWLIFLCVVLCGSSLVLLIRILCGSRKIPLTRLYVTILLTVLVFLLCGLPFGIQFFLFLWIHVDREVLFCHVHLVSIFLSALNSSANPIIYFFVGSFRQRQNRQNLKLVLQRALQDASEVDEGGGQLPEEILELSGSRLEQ
aSyn UTR inh = 5' untranslated region of α-synuclein, MLPCN primary screen. alpha-synuclein 5'UTR reporter, inhibitor activity. inhibition, % (tested at 7.5 µM). actives 0.82% (n = 300,000). AID 1813; in the data active = inhibition above about 60%;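 note: H4 neuroglioblastoma cells stably carrying SNCA 5'UTR luciferase fusion; 0% = DMSO wells and 100% = positive control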
TRPC4 inh = blocks the mouse TRPC4 cation channel; Q9QUQ5; HEK293 TRPC4beta/mu-opioid, DAMGO-evoked Fluo4 calcium flux; hits give low values; B-score at 10 µM; actives 0.39% (n = 300,000);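 active = B-score over 3 SD under the library average, no early fluorescence shift, positive overall ratio signal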
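Test system – stable TRPC4beta/mu-opioid receptor HEK293 cells · Probe or stimulus – DAMGO, a submaximal dose followed by a maximal one · Dosing – one concentration per compound · Signal – Fluo4 calcium fluorescence by kinetic imaging, 5 s 1 Hz baseline · Evaluation – per-well B score of integrated baseline-normalized Fluo4 ratio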
TRPC4 PAM = TRPC4 (mouse) allosteric potentiation; Q9QUQ5; HEK293 TRPC4beta/mu-opioid, DAMGO EC20, Fluo-4 Ca2+ flux; hits give high values; B-score at 10 µM; actives 0.42% (n = 310,000);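 active = B-score of calcium response area above 5 SD of library B-scores, with initial fluorescence ratio within 5 SD of library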;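 note: B-score of integrated fluorescence ratio over time as area under calcium response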
SKKanGAS inh = SKKanGAS growth inhibition; S. pyogenes SKKanGAS, kanamycin growth, BacTiter-Glo, 6 h; inhibition, % at 7.5 µM; actives 1.3% (n = 300,000);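 active = mean replicate score, as percent of positive control median, at least 50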;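 note: strain carries kanamycin resistance gene driven by streptokinase promoter and grows in 40 µg/ml kanamycin; loss of luminescence reflects streptokinase promoter inhibition or plain growth inhibition; 0% = median of DMSO wells and 100% = positive control at its reference dose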
HIF activator = HIF pathway transcriptional activation | U2OS HRE-luciferase reporter, luminescence; normalized: DMSO 0%, desferrioxamine 100% | activation, % at 7.5 µM (by protocol) | actives 0.32% (n = 300,000) | AID 1910;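 active = mean activation of at least 10% of the iron chelator positive control signal, with at least half of replicates also reaching 10%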
KLF5 inh = inhibitors of KLF5 expression; inhibition, % at 5 µM; actives 0.23% (n = 290,000); DLD-1 KLF5 promoter-luciferase reporter, luminescence;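 active = inhibition above a per-plate limit of that plate's mean compound inhibition plus 3 SD, cut at about 60% in these data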;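 note: 0% = DMSO wells and 100% = LY294002 at 200 µM; higher means less KLF5 promoter-driven luciferase light; inactives centre near -14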
TRPC6 activator = activates the mouse TRPC6 cation channel | HEK293-TRPC6 membrane potential dye fluorescence; hits give high values | B-score at 10 µM | Q61143 | actives 0.13% (n = 310,000) | AID 2550;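 active = B-score of the integrated fluorescence ratio above library mean plus 3 SD, and starting fluorescence ratio within library mean plus 5 SD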;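 note: higher score means more depolarization so channel activation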
TRPC4 agonist = opens the mouse TRPC4 cation channel. B-score at 10 µM. Q9QUQ5. actives 0.49% (n = 310,000). HEK293 TRPC4beta/mu-opioid, Fluo4 calcium fluorescence; hits give high values;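 active = B-score above 5 SD of library B-scores, and initial fluorescence ratio not above library mean plus 5 SD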;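 note: positive B-score marks a calcium rise read as TRPC4 activation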
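Assay system: HEK293 cells stably co-expressing mouse TRPC4beta and mu-opioid receptor / Timing: Fluo4 dye loading 45 min at room temperature, 110 s recording / Signal: Fluo4 calcium-sensitive dye fluorescence, kinetic, 1 Hz baseline / Read-out: integrated baseline-normalised fluorescence ratio, converted to per-well B score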
TRPC6 inh = mouse TRPC6 channel inhibition; Q61143; HEK293-TRPC6, membrane potential dye, ACh-evoked depolarization; hits give low values; B-score at 10 µM; actives 1.1% (n = 310,000); AID 2553;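 active = B-score under library mean minus 3 SD, initial fluorescence not abnormally high, positive integrated signal ratio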;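 note: B-score derived from integrated fluorescence ratio over the kinetic read; more negative B-score means stronger inhibition of depolarization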
IEC-6 cytotox = IEC-6 cytotoxicity, counter-screen for KLF5 inhibitors; inhibition, % at 5 µM; luminescence viability; actives 0.78% (n = 290,000); AID 1825; in the data active = inhibition above about 22%;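 note: 0% = plate median of test compound wells and 100% = cytotoxic reference compound wells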
* = called active by the depositor; i = inactive; . = no result given.

smiles	MrgX1 antagonist	aSyn UTR inh	TRPC4 inh	TRPC4 PAM	SKKanGAS inh	HIF activator	KLF5 inh	TRPC6 activator	TRPC4 agonist	TRPC6 inh	IEC-6 cytotox
OCCC1CN(Cc2cnn(-c3ccc(F)cc3)c2)CCN1Cc1ccsc1 (stereo unspecified)	i	-9	i	i	-5	-0.4	-17	i	i	i	4
N/C(=N\OC(=O)CCn1cccc(C(F)(F)F)c1=O)c1ccc(Cl)cc1	i	-17	i	i	-5	-0.9	-17	i	i	i	4
Cn1cnc2c1c(=O)n(Cc1ccccc1)c(=O)n2C	i	1	i	i	-9	0.0	.	i	i	i	.
Cc1ccc(CS(=O)(=O)CCC(=O)O)cc1	i	-6	i	i	-8	-0.7	-6	i	i	i	4
Cc1ccc(C)c(N(CC(=O)NCC2CCCO2)C(=O)CCC(=O)Nc2nccs2)c1 (stereo unspecified)	i	-19	i	i	8	-0.2	3	i	i	i	-1
CN(C)C(=O)CSc1n[nH]c(=O)n1CCc1ccccc1	i	24	i	i	4	-0.1	-1	i	i	i	-3
COc1ccc(C(C(=O)NCCC(C)C)N(CCCO)C(=O)c2snc(C(N)=O)c2N)cc1OC (stereo unspecified)	i	-9	i	i	-2	-1.5	-27	i	i	i	8
Cc1ccc(C(=O)N(C)c2ccc(OCC(=O)N3c4ccc(C)cc4C4CN(C)CCC43)cc2)cc1 (stereo unspecified)	i	-86	i	i	-29	0.4	-44	i	i	i	-1
N/C(=N\NC(=O)Nc1ccccc1)c1ccccn1	i	-168	i	i	-5	3.7	-144	i	i	i	3
CC(=O)c1ccc(OCCCC(=O)Nc2cc(S(=O)(=O)N(C)C)ccc2C)cc1	i	0	i	i	-2	0.1	-9	i	i	i	-2
O=C(CCc1nc2ccccc2c(=O)[nH]1)Nc1ccccc1N1CCCC1	i	5	i	i	-6	1.0	.	i	i	i	.
Cc1c(-c2ccco2)[n+](=O)c2c(n1[O-])CCC2	i	0	i	i	5	-0.2	-66	i	i	i	-1
Cc1cccc(C)c1N1CC(=O)N(c2c(C)cccc2C)CC1=O	i	3	i	i	17	-0.5	3	i	i	i	-2
CCCCCCNC(=O)c1c(O)c2ccccc2[nH]c1=O	i	-43	i	i	-4	1.6	-2	i	i	i	-2
COc1ccc2oc(C(=O)OCC(=O)NCCN3C(=O)CSC3=O)c(C)c2c1	i	-71	i	i	-1	0.3	-15	i	i	i	0

Taken from above, 2 compounds:
smiles	MrgX1 antagonist	aSyn UTR inh	TRPC4 inh	TRPC4 PAM	SKKanGAS inh	HIF activator	KLF5 inh	TRPC6 activator	TRPC4 agonist	TRPC6 inh	IEC-6 cytotox
CCCCCCNC(=O)c1c(O)c2ccccc2[nH]c1=O	i	-43	i	i	-4	1.6	-2	i	i	i	-2
COc1ccc2oc(C(=O)OCC(=O)NCCN3C(=O)CSC3=O)c(C)c2c1	i	-71	i	i	-1	0.3	-15	i	i	i	0

(list continues)
smiles	MrgX1 antagonist	aSyn UTR inh	TRPC4 inh	TRPC4 PAM	SKKanGAS inh	HIF activator	KLF5 inh	TRPC6 activator	TRPC4 agonist	TRPC6 inh	IEC-6 cytotox
COc1ccccc1CNc1nc2nc(C)cc(=O)n2[nH]1	i	-22	i	i	-4	0.0	4	i	i	i	-5
Brc1ccccc1Cn1cnc2ccccc21	i	4	i	i	11	1.7	-19	i	i	i	0
COc1ccc(-c2csc(NC(=O)C3CCN(c4ncnc5sc(C)c(C)c45)CC3)n2)cc1OC	-6*	23	i	i	14	0.9	.	i	i	i	.
Cc1cc(-c2ccccc2)c2c(=O)n(-c3ccccc3)[nH]c2n1	i	-24	i	i	1	-0.3	-16	i	i	i	2
O=C(NCCNc1ccc([N+](=O)[O-])cc1C(F)(F)F)c1ccc(F)cc1	i	15	i	i	4	-20	-24	i	i	i	0
Cc1nnc(SCC(=O)NCc2cccs2)n1-c1ccccc1	i	-21	i	i	-5	-0.3	1	i	i	i	2
Cn1c(Cc2cccs2)nnc1SCc1nc2ccccc2[nH]1	i	9	i	i	0	-0.2	-2	i	i	i	-1
Cc1cc(C)cc(OCc2ccc(C(=O)NC3CCOC3=O)o2)c1 (stereo unspecified)	i	1	i	i	0	1.0	-20	i	i	i	-1
Cc1ccc(CN2C(=O)[C@H]3Cc4c([nH]c5ccccc45)C(C)(C)N3C2=O)cc1	i	-4	i	i	25	0.3	.	i	i	i	.
O=C1OCCC1Sc1nnc(-c2cccnc2)n1-c1ccccc1F (stereo unspecified)	i	-1	i	i	-5	0.0	9	i	i	-7.5*	4
Cn1c(=O)oc2cc(S(=O)(=O)CCC(=O)N3CCN(c4ccccc4)CC3)ccc21	i	6	i	i	-2	-0.3	-16	i	i	i	-12
CC(C)C1Nc2ccc(S(=O)(=O)N3CCOCC3)cc2NC1=O (stereo unspecified)	i	16	i	i	-17	-0.4	-40	i	i	i	6
O=C1CN(C(=O)COc2ccccc2)c2ccccc2N1	i	6	i	i	-5	0.0	-17	i	i	i	3
COc1ccc(/C(C#N)=C/c2cccnc2)cc1	.	-71	i	i	-12	1.9	-54	i	i	i	-3
CC(C)(C)OC(=O)N1CCC(c2c(C(=O)N3CCN(C(=O)c4ccco4)CC3)cnn2-c2ccc(F)cc2F)CC1	i	15	i	i	0	-0.4	-7	i	i	i	-6
CN(C)c1cc[n+](CC(=O)Nc2ccc([N+](=O)[O-])cc2Cl)cc1	i	-24	i	i	-2	-0.2	12	i	i	i	3
O=S(=O)(c1ccccc1Cl)N1CCC(O)(c2ccc3c(c2)OCO3)CC1	-4.9*	-5	i	i	-2	0.1	-8	i	i	i	0
Nc1ccccc1N1CCN(C(=O)c2ccccc2)CC1	i	-2	i	i	-16	0.4	-5	i	i	i	-3
CCC1C(=O)NCCN1C(=O)CCc1nnc(CCc2ccc(OC)cc2)o1 (stereo unspecified)	-5.7*	1	i	i	-2	0.5	-32	i	i	i	0
CCn1cc(C(=O)O)c(=O)c2cnc(N3CCN(C(=S)Nc4ccccc4Cl)CC3)nc21	i	-112	i	i	3	-0.3	-14	i	i	i	-1
COC(=O)C(C(=O)OC)=C(/C=C/N(C)C)N(C)C	i	13	i	i	-10	0.1	-18	i	i	i	-4
CS(=O)(=O)N(CC(=O)NC1CC1)c1cccc(F)c1	i	4	i	i	-1	0.1	-7	i	i	i	-6
NC(N)=N/N=C/c1cccc([N+](=O)[O-])c1O	i	-3	i	i	4	-0.1	-4	i	i	i	2
COc1ccc(CNC(=O)C2CCN(S(=O)(=O)N3CCC4(CC3)OCCO4)CC2)c(OC)c1	i	5	i	i	2	-0.1	-14	i	i	i	-5
CCc1nnc(NS(=O)(=O)c2ccc(N=Cc3c(C)[nH]n(-c4ccc(Cl)cc4)c3=O)cc2)s1	i	-37	i	i	14	-2.2	-23	i	i	i	9
CCOc1cc(/C=N\O)cc(Cl)c1OCC	i	29	i	i	-5	0.2	5	i	i	i	4
O=C(O)c1cn(Cc2ccccc2)c2ccccc2c1=O	i	6	i	i	4	-0.1	-24	i	i	i	3
CC1CCN(C(=O)Cn2cc(S(=O)(=O)CC(=O)N3CCOCC3)c3ccccc32)CC1	i	17	i	i	6	-0.4	-9	i	i	i	1
Cc1ccc(S(=O)(=O)/N=C(/c2ccc(F)cc2)N2CCCCC2)cc1	i	32	i	i	5	1.3	-21	i	i	i	10
CCC(C(=O)NCC1CCCO1)N(C(=O)CNS(=O)(=O)c1ccccc1)c1ccc(F)cc1 (stereo unspecified)	i	-1	i	i	0	-0.8	7	i	i	i	3
CCN(CC)CCCNC(=O)Cn1nc(-c2ccccc2)ccc1=O	i	13	i	i	-3	-0.3	-3	i	i	i	-4
CCN(CC)C(=O)CSc1nnc(-c2ccccc2)o1	i	-137	i	i	-24	1.5	-121	i	i	i	-2
O=C(O)C1CC=CCC1C(=O)Nc1ccccc1 (stereo unspecified)	i	4	i	i	-7	-0.1	-29	i	i	i	-4
O=C1CCNc2c(Cl)cc(Cl)cc21	i	-15	i	i	13	-32	-8	i	i	i	-9
CN(CC(=O)Nc1ccccc1N1CCOCC1)S(=O)(=O)c1ccc(F)cc1	i	14	i	i	6	0.2	-24	i	i	i	5
O=S(=O)(c1ccc(Cl)cc1)c1cnc2ccccc2n1	i	-15	i	i	2	-0.7	-16	i	i	i	-3
CC(=O)Nc1ccc(NC(=O)C2CCN(C(=O)C3CC(=O)N(c4ccc(C)cc4)C3)CC2)cc1 (stereo unspecified)	i	6	i	i	1	-0.2	-5	i	i	i	-2
COc1ccc([N+](=O)[O-])cc1/C=N/Nc1nn[nH]n1	i	-5	i	i	-6	-0.6	-9	i	i	i	4
CC(=O)n1cc([C@H]2C=C(C(=O)NCc3ccccc3)O[C@@H](OCc3ccc(CO)cc3)C2)c2ccccc21	i	9	i	i	7	-0.1	18	i	244*	i	4
COc1ccc(-c2nnc(SCC3CCCO3)n2C)cc1 (stereo unspecified)	i	-35	i	i	3	0.3	-5	i	i	i	0
Cc1cccc(NC(=O)C2CCCN(S(=O)(=O)c3c(C)nn(C)c3C)C2)c1 (stereo unspecified)	i	-15	i	i	1	0.0	.	i	i	i	.
C=CCOC(=O)/C(=C/c1cccnc1)NC(=O)c1ccccc1	i	3	i	i	13	0.0	1	i	i	i	-8
CCOc1ccc(C2c3[nH]c4ccccc4c3C[C@H]3C(=O)N(C4CCN(Cc5ccccc5)CC4)CC(=O)N23)cc1OC (stereo partly specified)	i	13	i	i	2	-0.3	-30	i	i	i	-2
CCN(CC)C(=O)CN(c1cc2c(cc1OC)oc1ccccc12)S(=O)(=O)c1ccc(C)cc1	i	26	i	i	14	-0.3	3	i	i	i	3
O=C1c2cc(F)ccc2-n2c1nc1ccccc1c2=O	i	66*	i	i	39	-0.9	25	i	i	i	12
CCOC(=O)N1CCC(N2C(=O)c3ccccc3C2Nc2ccc(Cl)cn2)CC1 (stereo unspecified)	i	-58	i	i	3	0.0	-14	i	i	i	-2
CSC(=NC#N)N1CCN(C(c2ccccc2)c2ccccc2)CC1	i	-5	i	i	-3	0.4	2	i	i	i	-11
CCN(CCn1cccn1)C(=O)c1cc(COc2cc(C)ccc2C)on1	i	-79	i	i	11	3.5	-148	i	i	i	4
CN(Cc1ccco1)S(=O)(=O)c1ccc2c(c1)CCN2C(=O)CCC(=O)O	i	7	i	i	0	1.3	6	i	i	i	-2
